# TNAP act hiacc – TNAP activators at high phosphate acceptor level, primary screen, biochemical, luminescence, uHTS. 200,000 tested, under 10 active. activation factor at 20 µM. AID 1136, 2008. purified TNAP, CDP-star luminescence, 1 M DEA, 30 min; stronger effect = higher value; 0 = EDTA background, 1 = DMSO-only activity;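 active = activation factor at least 2 at 20 µM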
# Target sequence (P05186 whole entry, looked up): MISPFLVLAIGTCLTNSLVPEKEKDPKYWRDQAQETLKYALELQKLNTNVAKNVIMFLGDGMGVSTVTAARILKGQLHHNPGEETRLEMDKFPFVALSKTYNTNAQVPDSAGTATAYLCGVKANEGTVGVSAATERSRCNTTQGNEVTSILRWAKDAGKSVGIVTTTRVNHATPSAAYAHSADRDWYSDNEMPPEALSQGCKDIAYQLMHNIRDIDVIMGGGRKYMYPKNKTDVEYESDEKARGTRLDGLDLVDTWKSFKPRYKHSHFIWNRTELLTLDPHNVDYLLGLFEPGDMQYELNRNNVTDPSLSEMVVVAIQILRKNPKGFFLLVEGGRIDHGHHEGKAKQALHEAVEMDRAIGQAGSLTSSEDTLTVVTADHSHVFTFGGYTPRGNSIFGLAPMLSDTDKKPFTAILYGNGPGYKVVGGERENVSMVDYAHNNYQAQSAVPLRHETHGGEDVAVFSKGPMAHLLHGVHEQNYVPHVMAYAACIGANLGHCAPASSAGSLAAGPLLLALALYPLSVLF
#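 Dosing: 20 µM single point. System: human TNAP. Amount: TNAP 1/800 final. Incubation: 30 min, room temperature. Read-out: TNAP activation factor scaled between EDTA and DMSO control wells. Signal: luminescence from CDP-star hydrolysis. Medium: 1 M DEA, pH 9.8, Mg2+, Zn2+. Control set: EDTA negative control, DMSO positive control.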
# ROMK mod – ROMK potassium channel modulators, primary screen, cell-based, thallium flux, MLSMR library; Tet-inducible ROMK, thallium flux fluorescence; actives lie on both sides; B-score at 10 µM; hit rate 2% among 130,000; AID 1918, 2009;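 active = signal ratio slope over the read window, or its plate-corrected B-score, at least 3 SD from the plate mean, either direction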;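 also: B-score of the F/F0 ratio slope over 7 to 12 s after thallium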
# Target sequence (P48048 whole entry, looked up): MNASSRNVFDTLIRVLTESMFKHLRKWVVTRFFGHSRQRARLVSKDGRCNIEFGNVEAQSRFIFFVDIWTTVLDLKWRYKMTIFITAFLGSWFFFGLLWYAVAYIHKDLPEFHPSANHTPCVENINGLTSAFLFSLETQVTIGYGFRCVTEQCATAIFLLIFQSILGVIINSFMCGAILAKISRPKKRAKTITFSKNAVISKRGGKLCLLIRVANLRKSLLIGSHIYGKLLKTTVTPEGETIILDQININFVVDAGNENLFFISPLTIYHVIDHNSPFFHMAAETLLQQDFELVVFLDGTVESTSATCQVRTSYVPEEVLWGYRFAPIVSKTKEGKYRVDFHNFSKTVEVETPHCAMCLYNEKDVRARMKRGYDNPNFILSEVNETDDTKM
# STAT1 blocker – STAT1 signaling inhibitors, primary screen, cell-based, HTS, luciferase reporter. inhibition, % at 5.5 µM. AID 920, 2007. hit rate 0.35% among 200,000. NIH 3T3 STAT1-luciferase reporter, IFN-gamma, luminescence;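 active = inhibition above a set limit, the mean inhibition across all tested compounds plus 3 SD, cut at about 34% in these data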;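 also: 0% = IFN-gamma with DMSO and 100% = IFN-gamma with 300 µM nifuroxazide; values of inactives mirror those of a sister screen read the other way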
# PPARg SRC2 recr – agonists of PPARg-SRC-2 recruitment, primary screen, biochemical, HTS; Peroxisome proliferator-activated receptor gamma (Homo sapiens), P37231; PPARgamma LBD-SRC-2 recruitment; activation, % at 8 µM; hit rate 0.34% among 200,000; AID 1032, 2008; in the data active = activation above about 22%;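 also: 0% = vehicle and 100% = reference agonist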
# STAT3 act – IL-6 driven STAT3 reporter potentiators, primary screen, U3A cells, luciferase, luminescence, MLSCN library; IL-6 STAT3-luciferase reporter; 100% = signal with IL-6 EC80 alone; activation (% of control), % at 5.6 µM; hit rate 0.91% among 190,000; AID 871, 2007;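 active = activation above the screen-wide mean of compound activation plus 3 SD, cut at about 130% in these data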;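 also: 0% = background luminescence of wells with medium and substrate only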
#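 Test system: human U3A cells carrying STAT3-luciferase construct; control set: IL-6-only wells as 100% reference; timing: compound pre-incubation 1 h before IL-6, then 6 h stimulation at 37 °C; also added: IL-6 stimulus at 33 ng/mL final; evaluation: % activation versus median of IL-6-stimulated wells; detection: reporter luminescence signal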
# PPARg SRC1 recr – PPARgamma agonists recruiting SRC-1 coactivator, primary screen, biochemical; Peroxisome proliferator-activated receptor gamma (Homo sapiens), P37231; AID 631, 2007; hit rate 0.41% among 200,000; PPARgamma-SRC-1 coactivator recruitment biochemical assay; activation, % at 8 µM; in the data active = activation above about 19%;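 also: 0% = DMSO and 100% = reference agonist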
# PPARg SRC3 recr – PPARgamma agonists recruiting SRC-3 coactivator, primary screen, biochemical | activation, % at 8 µM | hit rate 0.26% among 200,000 | AID 731, 2007 | biochemical PPARgamma/SRC-3 coactivator recruitment assay; in the data active = activation above about 23%;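 also: 0% = DMSO and 100% = reference agonist; some compounds past the cut are filed as inactive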
# STAT3 inh – IL-6 driven STAT3 reporter inhibitors, primary screen, U3A cells, luciferase, luminescence, MLSCN library; AID 862, 2007; hit rate 0.89% among 190,000; IL-6 STAT3-luciferase reporter; host cell line lacks STAT1; inhibition, % at 5.5 µM;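 active = inhibition above the mean inhibition across all screened compounds plus 3 SD, cut at about 44% in these data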;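 also: 0% = DMSO only wells and 100% = 100 µM nifuroxazide control wells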
# TR-FRET SRC-2 ct – TR-FRET signal artefacts, primary screen, artefact control for PPARgamma SRC-2 agonist project, biochemical; TR-FRET ratio at 8 µM; AID 1049, 2008; TR-FRET artefact counter-screen; stronger effect = higher value; hit rate 0.4% among 200,000; in the data active = TR-FRET ratio above about 2000; also: inactives centre near 1500
# bIAP inh – bovine intestinal alkaline phosphatase inhibitors, primary screen, selectivity assay for TNAP inhibitor project, biochemical, bovine IAP, CDP-star luminescence | purified bovine IAP, 30 min | inhibition, % at 20 µM | 190,000 tested, under 10 active;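 active = over 50% inhibition of intestinal alkaline phosphatase at 20 µM in the single-dose screen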
#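 Assay system: bovine IAP enzyme; medium: DEA buffer 100 mM, pH 9.8, with MgCl2 1.0 mM, ZnCl2 0.02 mM; doses: 20 µM single dose; incubation: enzyme reaction for 30 min at room temperature; detection: CDP-star luminescence signal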
# bIAP activator – bovine intestinal alkaline phosphatase activators, primary screen, biochemical, bovine IAP, CDP-star luminescence | alkaline phosphatase, intestinal [Bos taurus] | purified bovine IAP, 30 min; stronger effect = higher value; fold of DMSO-control signal, blank-subtracted | activation factor at 20 µM | hit rate 0.17% among 200,000;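 active = activation factor of 2 or more at 20 µM, a signal rise over negative controls twice the positive control's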
# The depositor's hits bear a star; / = no result given.
SMILES,TNAP act hiacc,ROMK mod,STAT1 blocker,PPARg SRC2 recr,STAT3 act,PPARg SRC1 recr,PPARg SRC3 recr,STAT3 inh,TR-FRET SRC-2 ct,bIAP inh,bIAP activator
Cc1noc(C)c1S(=O)(=O)N1CCC(C(=O)Nc2ccc(OC(F)(F)F)cc2)CC1,1.1,1.1,-2,2,102,1,12,-3,1546,-6,1.1
CC(=O)Nc1ccccc1-c1nn[nH]n1,1,0.21,9,0,151*,0,14,-56,1456,10,0.9
CCOc1ccc(-c2nnc(N(CC)C(=O)C3CCC3)s2)cc1,1,/,-10,-5,94,-2,1,11,1419,-4,1
CC(Sc1nnnn1-c1ccc(Cl)cc1)C(=O)NCC(=O)Nc1ccc(F)c(F)c1F (centres undefined),1,0.92,2,0,93,5,-2,11,1840,10,0.9
CCN1CCN(c2ncc(C(=O)N3CCN(c4ccccc4OC)CC3)c3ccccc23)CC1,/,/,6,6,97,-4,-3,8,1421,/,/
S=C(NC1CCCCC1)c1ccc2c(c1)OCO2,1,/,-13,-4,111,6,6,-10,1612,-3,1
Cn1c(-c2ccc(=O)[nH]c2)nc2ccccc21,1.1,0.26,-2,-10,98,9,2,8,1528,12,0.9
COc1cccc(NC(=O)c2csc3c2CCCC3)c1,1,-0.51,-53,6,96,-4,0,9,1604,16,0.8
Cc1noc(C)c1S(=O)(=O)N1CCCC(C(=O)N2CCN(C3CCCCC3)CC2)C1 (centres undefined),1,/,4,-7,111,-5,1,-13,1554,6,0.9
O=C(Nc1ccc(N2CCCCC2)cc1)c1cccnc1Cl,1,1,-13,-1,95,-8,0,12,1482,0,1
FC(F)(F)c1cccc(Cc2noc(CN3CCCC(CN4CCCC4)C3)n2)c1 (centres undefined),1,-0.61,3,6,104,2,4,1,1699,26,0.7
Cc1cc(F)c(F)cc1C(=O)N1CCCC1,1,-0.57,-8,3,99,2,4,3,1721,1,1

# One compound at a time, from the list above. Values in the order: TNAP act hiacc, ROMK mod, STAT1 blocker, PPARg SRC2 recr, STAT3 act, PPARg SRC1 recr, PPARg SRC3 recr, STAT3 inh, TR-FRET SRC-2 ct, bIAP inh, bIAP activator
# S=C(NC1CCCCC1)c1ccc2c(c1)OCO2 as listed: 1, /, -13, -4, 111, 6, 6, -10, 1612, -3, 1
# Cc1cc(F)c(F)cc1C(=O)N1CCCC1 as listed: 1, -0.57, -8, 3, 99, 2, 4, 3, 1721, 1, 1

# The main list resumes, starting 4 compounds before the break.
SMILES,TNAP act hiacc,ROMK mod,STAT1 blocker,PPARg SRC2 recr,STAT3 act,PPARg SRC1 recr,PPARg SRC3 recr,STAT3 inh,TR-FRET SRC-2 ct,bIAP inh,bIAP activator
Cc1noc(C)c1S(=O)(=O)N1CCCC(C(=O)N2CCN(C3CCCCC3)CC2)C1 (centres undefined),1,/,4,-7,111,-5,1,-13,1554,6,0.9
O=C(Nc1ccc(N2CCCCC2)cc1)c1cccnc1Cl,1,1,-13,-1,95,-8,0,12,1482,0,1
FC(F)(F)c1cccc(Cc2noc(CN3CCCC(CN4CCCC4)C3)n2)c1 (centres undefined),1,-0.61,3,6,104,2,4,1,1699,26,0.7
Cc1cc(F)c(F)cc1C(=O)N1CCCC1,1,-0.57,-8,3,99,2,4,3,1721,1,1
CCOc1ccc(N(CC(=O)NC2CCCC2)C(=O)CCC(=O)Nc2ccccn2)cc1,1.1,-1.2,6,-5,97,4,5,5,1576,-1,1
COc1ccc(CNC(=O)NC(C)(C)c2cccc(C(C)(C)NC(=O)NCc3ccc(OC)cc3)c2)cc1,1,0.51,1,-5,98,0,3,5,1699,6,0.9
O=c1cc(-c2cccs2)oc2ccc(Cl)cc12,1.1,/,-53,-6,116,-3,-5,-19,1465,13,0.9
O=C(CC(NC(=O)C(F)(F)F)c1ccccc1)Nc1nnc(CCc2ccccc2)s1 (centres undefined),1,/,0,13,107,11,3,-6,1712,-13,1.1
Cc1ccc(NC(=O)COC(=O)Cn2cnc3c2c(=O)n(C)c(=O)n3C)cc1Cl,1,0.19,-5,4,101,-3,-2,4,1748,-10,1.1
O=C(NCc1ccccc1)c1cc(-c2ccco2)on1,1,/,-12,-4,97,2,2,6,1394,4,1
CC(C)(C)C(=O)N1CCN(c2c(Cl)cccc2[N+](=O)[O-])CC1,1,/,2,5,88,11,11,20,1582,14,0.9
COc1ccc(CNC(=O)CSc2nc(-c3ccccc3)cc(-c3cccs3)c2C#N)cc1,1.1,0.73,0,55*,97,14,22,8,3077*,18,0.8
CCOC(=O)CSc1nc2ccccc2n1CC(=O)N(C(C)C)C(C)C,1,/,4,2,94,-1,-10,11,1681,4,1
CCCCn1c(SCC(=O)N2CCCCC2C)nc2cc(S(N)(=O)=O)ccc21 (centres undefined),1,/,6,6,99,4,1,5,1481,7,0.9
CSc1ccccc1NC(=O)c1cnc2scc(C)n2c1=O,1.1,/,0,6,100,0,2,0,1509,10,0.9
CCOC(=O)c1ccc(NC(=O)C(C)N2C(=O)c3ccccc3C2=O)cc1 (centres undefined),1.1,-0.28,6,-4,93,6,8,15,1617,8,0.9
Cc1ccccc1N(CC(=O)NCC1CCCO1)C(=O)C1(C)CC(=O)N=C2C=CC=CN21 (centres undefined),1.1,/,-8,3,104,-5,-4,-1,1565,10,0.9
CCN(CC)C(=O)CSc1ncnc2c1nnn2-c1ccc(OC)cc1,1,0.065,-1,10,82,1,2,22,1499,4,1
O=C(COc1ccccc1C(=O)Nc1ccccc1)NCCc1ccccc1,1,0.19,4,3,109,3,5,-7,1594,0,1
CC(C)(C)NC(=O)c1cc([N+](=O)[O-])ccc1N1CCCCC1,0.9,/,10,0,106,2,-2,-7,1777,2,1
COc1ccc(OC)c(N2C(=O)CC(C(C)c3ccccc3)C2=O)c1 (centres undefined),1,/,0,7,109,5,-8,-9,1340,5,0.9
O=c1cc(O)c2c(=O)n(Cc3ccccc3)c3ccccc3c2o1,1,0.095,0,-6,126,0,2,-17,1460,-11,1.1
COc1ccccc1CNC(=O)c1ccc(-c2ccccc2Cl)o1,1.1,-1.5,-4,-2,103,2,-3,-7,1356,-4,1
CCOc1ccc(NC(=O)C2C3C=CC4(CN(C(C(=O)OC)C(C)C)C(=O)C24)O3)cc1 (centres undefined),1,-0.29,2,11,99,1,2,1,1533,8,0.9
O=C1CN(S(=O)(=O)c2ccccc2)CC(=O)N1CCc1ccccc1,1,/,-7,8,93,-1,5,13,1707,1,1
Cc1ccc(-c2noc(CCC(=O)N3CCCc4ccccc43)n2)cc1,1.1,/,2,-3,98,0,-6,4,1346,-13,1.1
CC(Sc1nc(-c2ccccc2)cc(C(F)(F)F)n1)C(=O)Nc1sc2c(c1C#N)CCC2 (centres undefined),1,0.77,1,9,101,4,8,6,1546,8,0.9
CCN(CC)S(=O)(=O)c1cccc(-c2nnc(-c3ccc(C)cc3)o2)c1,1,1.5,-11,-2,88,-1,-1,14,1447,14,0.9
Cc1ccccc1OCC(O)CN(CCO)Cc1ccccc1 (centres undefined),1,/,-3,-2,100,14,4,5,1660,-18,1.2
COC(=O)c1cnn(C(=O)c2ccccc2Br)c1N,1,/,-5,-4,110,10,13,-9,1352,7,0.9
O=C(NCc1ccc(F)cc1)c1ccc[nH]1,1.1,0.31,3,2,106,0,-2,0,1375,12,0.9
CC(C)(C)NC(=O)c1cc(-c2ccccc2)n[nH]1,1,0.73,2,4,93,1,5,10,1594,-4,1
COc1ccc(CN(C)c2ncnc(N)n2)cc1,1.1,-0.49,7,2,107,8,9,-11,1545,-8,1.1
CCc1cccc(C)c1NC(=O)COC(=O)c1ccc2c(c1)S(=O)(=O)c1ccccc1C2=O,1,1.3,0,3,84,7,3,22,1446,10,0.9
CC(C)NC(=O)c1onc(CSc2cccc(F)c2)c1C(=O)O,1,/,6,-5,116,-11,3,-18,1525,-6,1.1
CCOC(=O)CNS(=O)(=O)c1cc(-c2nn(C)c(=O)c3ccccc23)ccc1C,1,-1.3,9,-3,102,1,-1,0,1707,2,1
Cc1ccc2oc(-c3cccc(NC(=S)NC(=O)/C=C/c4ccco4)c3)nc2c1,1,0.5,-11,5,138*,6,7,-37,1487,16,0.8
CCCCCCC(=O)N=Nc1c(O)[nH]c2ccc([N+](=O)[O-])cc12,1,0.5,8,10,97,7,5,4,1682,-17,1.2
O=C(/C=C/c1ccc([N+](=O)[O-])cc1)NNC(=O)C1CC1,0.9,0.56,-5,3,106,9,4,2,1536,-13,1.1
COc1ccc(N2CCN(Cc3cc(=O)oc4ccc5ccccc5c34)CC2)cc1,1,/,2,5,99,4,10,4,1665,-2,1
COc1ccc(C(=O)c2ccc(OC)c3cccc(O)c23)cc1OC,1,/,2,9,106,4,2,-6,1294,0,1
COc1ccc(CC(=O)NCCN2CCCC2)cc1,1.1,/,-1,6,98,6,11,5,1617,-3,1
CCOC(=O)c1cc(C#N)c(SCc2ccc(C#N)cc2)nc1C,/,0.97,-4,9,136*,4,8,-36,1703,/,/
COc1cc(/C=C(\C#N)c2nc3c(s2)CCCC3)ccc1O,0.7,-1.7,-22,-3,109,-1,-9,-5,1466,/,0.4

# Source: PubChem
